# High-throughput results: PubChem BioAssay, several laboratories
# ROCK2 blocker = inhibitors of human ROCK2 kinase, primary screen, biochemical, high-throughput, luminescence; Rho-associated protein kinase 2 (Homo sapiens), O75116; 0.35% of 60,000 active; purified ROCK2, Kinase-Glo ATP depletion luminescence; inhibition, % at 6 µM;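 active = inhibition above the screen-wide mean inhibition plus 3 SD, cut at about 18% in these data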;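 also: plate controls were DMSO wells for no effect and Y-27632 control wells after no-enzyme background subtraction for full effect; many of its hits are not listed in these tables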
# Target sequence (O75116 whole entry, looked up): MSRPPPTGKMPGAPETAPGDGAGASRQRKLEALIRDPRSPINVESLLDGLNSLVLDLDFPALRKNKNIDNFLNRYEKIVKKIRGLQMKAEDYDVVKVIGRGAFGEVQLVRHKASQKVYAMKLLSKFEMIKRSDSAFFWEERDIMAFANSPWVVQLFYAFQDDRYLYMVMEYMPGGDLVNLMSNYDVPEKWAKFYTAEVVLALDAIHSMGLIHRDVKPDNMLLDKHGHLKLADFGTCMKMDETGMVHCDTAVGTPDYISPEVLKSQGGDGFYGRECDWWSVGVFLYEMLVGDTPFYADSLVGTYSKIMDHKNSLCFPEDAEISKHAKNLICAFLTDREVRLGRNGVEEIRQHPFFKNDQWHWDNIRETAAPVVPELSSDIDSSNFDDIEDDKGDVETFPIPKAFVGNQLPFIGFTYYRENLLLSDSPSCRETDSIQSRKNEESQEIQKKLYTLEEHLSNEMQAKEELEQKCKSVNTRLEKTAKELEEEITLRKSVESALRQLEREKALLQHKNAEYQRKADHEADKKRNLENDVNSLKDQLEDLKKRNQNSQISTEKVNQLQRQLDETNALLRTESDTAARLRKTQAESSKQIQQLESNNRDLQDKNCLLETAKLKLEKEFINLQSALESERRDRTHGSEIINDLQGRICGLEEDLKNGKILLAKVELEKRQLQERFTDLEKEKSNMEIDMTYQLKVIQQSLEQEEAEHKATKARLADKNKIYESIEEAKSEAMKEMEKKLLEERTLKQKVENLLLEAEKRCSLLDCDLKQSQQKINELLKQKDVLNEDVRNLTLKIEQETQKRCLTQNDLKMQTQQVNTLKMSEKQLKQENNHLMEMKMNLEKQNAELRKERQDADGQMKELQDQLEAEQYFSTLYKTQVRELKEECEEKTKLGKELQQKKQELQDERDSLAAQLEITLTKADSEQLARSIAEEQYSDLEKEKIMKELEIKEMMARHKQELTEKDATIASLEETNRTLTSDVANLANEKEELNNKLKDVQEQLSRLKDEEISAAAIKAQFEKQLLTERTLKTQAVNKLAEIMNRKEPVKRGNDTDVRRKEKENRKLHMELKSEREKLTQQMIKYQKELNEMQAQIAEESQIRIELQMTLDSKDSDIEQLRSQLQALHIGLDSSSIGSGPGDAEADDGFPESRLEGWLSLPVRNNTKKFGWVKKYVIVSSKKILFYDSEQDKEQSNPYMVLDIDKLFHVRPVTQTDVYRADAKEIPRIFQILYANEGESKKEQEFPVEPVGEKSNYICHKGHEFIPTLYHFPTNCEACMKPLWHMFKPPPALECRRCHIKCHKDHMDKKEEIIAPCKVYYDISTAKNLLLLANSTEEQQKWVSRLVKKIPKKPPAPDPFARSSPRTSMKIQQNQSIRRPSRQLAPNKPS
# PKA kinase inh = inhibitors of human PKA kinase activity, primary screen, biochemical, ATP-depletion luminescence, Kemptide substrate. PKA Kemptide phosphorylation, Kinase-Glo ATP luminescence. inhibition, % at 6 µM. 0.1% of 65,000 active. AID 524, 2006;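 active = inhibition above the screen-wide mean inhibition plus 3 SD, cut at about 21% in these data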; also: many of its hits are not listed in these tables
# JNK3 blocker = JNK3 kinase activity inhibitors, primary screen, biochemical, human, purified enzyme | Mitogen-activated protein kinase 10 (Homo sapiens), P53779 | HTS | inhibition, % at 8 µM | 0.61% of 60,000 active | AID 746, 2007; in the data active = inhibition above about 17%;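 also: 0% = DMSO and 100% = reference inhibitor; many of its hits are not listed in these tables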
# MMP-13 inhibitor = human MMP13 inhibitors, primary screen, biochemical, FRET peptide cleavage. inhibition, % at 4 µM. MMP-13 fTHP FRET cleavage, Mca fluorescence. Collagenase 3 (Homo sapiens), P45452. AID 570, 2006. 0.07% of 65,000 active;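 active = inhibition above the mean of compound-free control plate wells plus 3 SD, cut at about 14% in these data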;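 also: 0% = DMSO wells and 100% = wells with reference MMP-13 inhibitor after basal subtraction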
# NADH coupling = inhibitors of PK/LDH coupling enzymes, profiling panel, artefact control, biochemical, MLSMR library | coupled PK/LDH NADH assays, four targets | IC50, µM (series often up to 10 µM), inactives show at the highest dose inhibition | 0.02% of 65,000 active | AID 774, 2007;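 active = single-dose screening hits from any of four coupled enzyme assays that gave an IC50 when retested across doses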;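 also: the DPM-DC format reads NADH fluorescence rather than 340 nm absorbance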
# Fluor 339 460 = intrinsic fluorescence of library compounds, ex339/em460 – biochemical, MLSMR library, data from DPM-DC assay, artefact control, profiling panel; AID 709, 2007; fluorescence fold increase at 10 µM; compound autofluorescence, ex339/em460 nm, NADH buffer; stronger effect = higher value; 1 = no-compound wells, NADH background; 5.5% of 65,000 active;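 active = at 10 µM, mean starting fluorescence two-fold or more over control wells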;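 also: signal is the first read of a kinetic run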
# HEK293 NFkB inh = inhibitors of PMA/ionomycin-induced NF-kB reporter, primary screen, antigen receptor NF-kB inhibitor project, cell-based, HEK-293 luciferase reporter, luminescence. HEK-293 NF-kB luciferase reporter. inhibition, % at 3 µM. 0.21% of 62,000 active;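 active = inhibition above the mean of all tested compounds plus 3 SD, cut at about 40% in these data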;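 also: 0% = stimulated DMSO wells and 100% = 10 µM reference inhibitor 5653914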
#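 Signal: luciferase luminescence; Material: HEK-293 cells with stable firefly luciferase reporter driven by four HIV NF-kB elements; Probe or stimulus: PMA with ionomycin; Replication: tested once; Times: 1 h compound pretreatment, then 16 h stimulation at 37 °C, 5% CO2; Benchmarks: DMSO and 10 µM reference inhibitor; Evaluation: per-plate % inhibition versus controls.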
# Abs 340nm = compound light absorbance at 340 nm, profiling panel, artefact control, biochemical, MLSMR library, data from PS, PMK, MK assays; compound absorbance at 340 nm, fold over control; fold change at 10 µM; 65,000 tested, under 10 active;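 active = at 10 µM dose, initial 340 nm absorbance at least 2 fold that of control wells; inactive = change under 2 fold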;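 also: initial absorbance extrapolated from kinetic A340 decline of NADH oxidation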
# Ecoli tolC = growth inhibitors of E. coli tolC mutant, primary screen, strain BW25113 ΔtolC::kan, 384-well | OD615 | growth inhibition, % at 10 µM (by protocol) | 2.2% of 65,000 active;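 active = growth inhibition at or above a cutoff equal to the mean over every tested compound plus 3 SD, cut at about 60% in these data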;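 also: growth measured after 20 h incubation at 37 °C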
#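 Assay system: tolC-deleted E. coli BW25113. Medium: kanamycin-containing LB broth (50 µg/mL). Dosing: 10 µM final, single dose. Timing: bacterial growth with compound for 20 h at 37 °C. Detection: A615 absorbance measurement. Read-out basis: growth inhibition in percent.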
# Numbers without * were called inactive; · = not tested or not shown; [ ] = remark or other dose.
Compound,MMP-13 inhibitor,HEK293 NFkB inh,NADH coupling,Abs 340nm,Fluor 339 460,Ecoli tolC,ROCK2 blocker,PKA kinase inh,JNK3 blocker
O=C(Nc1ccc2c(c1)OCO2)Nc1ccc(Br)cn1,3,-11,2%,1,1.1,16,6,15,5
CCOC(=O)CSc1nc(N2CCOCC2)c2c(c1C#N)CC(C)(C)N(C)C2,-4,·,3%,1.1,1.2,-15,-4,-2,-2
COc1cccc(NC(=O)CSc2nnc(Cc3cccn3C)n2-c2ccc(F)cc2)c1,-15,15,2%,0.99,1,12,5,0,1
O=S(=O)(c1cccs1)N1CCN(Cc2nc3ccccc3s2)CC1,-1,-6,3%,1,1,16,6,9,-1
O=C(Cc1c(F)cccc1Cl)N1CCN(C(=O)c2ccco2)CC1,5,11,3%,1,1.1,-18,7,10,5
COc1ccc(NC(=O)CN2CCC3(O)CCCCC3C2c2cc(OC)ccc2OC)cc1 (stereo unspecified),4,3,5%,1,1.1,1,1,8,-1
COc1ccc(CNC(=O)C(OC(C)=O)c2ccccn2)cc1 (stereo unspecified),-1,-9,4%,0.99,1.1,-7,5,11,2
CC(=O)NS(=O)(=O)c1ccc(NC(=O)CCC2CCCC2)cc1,1,6,8%,1,1.1,-5,-3,-5,-3
CC(=O)N1CCc2cc(Br)cc(S(=O)(=O)N3CCN(C(=O)c4ccco4)CC3)c21,-2,21,9%,0.97,1,12,5,12,2
Cc1ccc(-n2nc3c(c2NC(=O)c2cccs2)CSC3)cc1,3,10,8%,0.96,1.1,40,2,0,7
O=C(O)c1cnc2ccccc2n1,2,9,9%,1.1,1.1,-9,2,-1,-2
Cc1ccc(C(CC(=O)c2ccco2)SCCO)cc1 (stereo unspecified),-4,6,9%,1.1,1.2,3,-1,-1,0
O=C1CCCc2c1[nH]c1c(Br)cccc21,-2,19,7%,1.1,1.3,14,2,5,3
C=C(C)CSc1nc(N)c2c3c(sc2n1)CCC3,-5,·,6%,1,1.3,12,14,6,-3
COc1ccc(N2C(C)=CS/C2=C(/C#N)c2nnc(N3CCOCC3)n2-c2ccccc2)cc1,4,3,72%,1.2,1.1,2,-4,4,-9
O=C(Nc1ccc(Cl)cn1)c1cccnc1,-3,20,3%,0.98,0.99,-13,-1,-1,1
Cc1cccc(C2Nc3ccccc3C(=O)N2CCc2ccccc2)n1 (stereo unspecified),-93[fluorescence artefact?],3,7%[fluoresces],1,2.2*,4,8,4,2
O=C(O)CCCNC(=O)OCc1ccccc1,-3,11,8%,0.98,1.1,-13,3,5,3
CCCCOc1ccc(C(=O)Nc2ccc(N3CCN(C)CC3)cc2)cc1,2,0,5%,1,1.1,15,4,1,8
C=CCn1c(NC(C)c2cc(Cl)ccc2O)nc2ccccc21 (stereo unspecified),-8,1,9%,1,1,100*,0,-5,1
Cc1cc(S(=O)(=O)NCCc2ccccc2)c(C)s1,1,7,5%,1,1.1,18,-5,0,7
CCCCOc1ccccc1Cn1c(=O)oc2ccc(C)cc21,-3,1,6%,1,1.1,70*,1,2,0
CN(CC(=O)N1CCCCC1)S(=O)(=O)c1cccc2cccnc12,1,6,3%,0.97,1,-21,3,6,5
Cc1ccc(C2C(C(=O)c3sc(C)nc3C)=C(O)C(=O)N2CCN(C)C)o1 (stereo unspecified),-2,19,5%,1,1,-24,0,0,1
CCc1nnc(NC(=O)CSc2nnc(CSc3nc(C)cc(C)n3)n2C)s1,-2,7,8%,1,1,-26,3,2,0
CCc1cccc(NC(=O)c2ccc(Br)o2)c1,0,10,1%,1.1,1.1,26,4,3,2
COc1ccc(-c2nn(C)c(=O)c3ccccc23)cc1NC(=O)Cn1nc(C)c2ccccc2c1=O,1,33,4%,1,1.2,15,-4,5,3
CCOC(=O)Nc1ccc(S(=O)(=O)N2CCOCC2)cc1,3,-1,2%,0.99,1.2,-3,3,6,0
CCC(=O)Nc1cc(=O)[nH]c2ncnn12,-2,16,5%,0.99,1.1,-2,-3,2,8
COc1ccccc1-c1nnc2n1N=C(c1ccc(O)c(O)c1)CS2,4,·,5%,1.1,1,21,-13,1,-5
COc1cc(CCC(=O)Nc2cc(Cl)ccc2N2CCN(C)CC2)cc(OC)c1OC,0,18,6%,1,1.1,-16,7,3,1
Cn1ncc2c1ncn1nc(CCc3ccccc3)nc21,0,-33,0%,1,1.1,-9,6,11,2
CCNc1nc(N2CCCCC2)nc(-n2nnc(C(=O)OCC)c2C)n1,2,12,2%,0.99,1,48,-4,-5,6
CCOc1ccccc1N(CC(=O)N1CCOCC1)S(=O)(=O)c1ccccc1,1,5,4%,1,1.1,-20,0,2,1
COc1cc(C(=O)Nc2nncs2)cc(OC)c1OC,-4,8,2%,1.1,1,-4,8,10,0
Cc1csc(NC(=O)C2CCCN(S(=O)(=O)c3ccc(Br)s3)C2)n1 (stereo unspecified),5,18,6%,1,1.1,71*,·,5,·
Cc1oc(C)c2c(=O)ccc3c(c12)OC(N)=C(C#N)C3c1ccccc1 (stereo unspecified),-5,8,10%,1,1.2,-18,4,0,-2
CCOC(=O)c1c(C)nc2c(C#N)cnn2c1C,-24,-10,13%,1,2.4*,7,5,8,-1
CC(=O)NC1(c2ccccc2)CCN(C(=O)N2CCOCC2)CC1,2,4,2%,1.1,1.1,-6,·,1,·
O=C(NCCCn1ccnc1)c1ccc(Cl)c(S(=O)(=O)N2CCOCC2)c1,4,18,8%,1,1.1,-6,2,13,1
CCCCN(CCCC)S(=O)(=O)c1ccc(C(=O)Nc2nnc(COC)o2)cc1,-2,17,7%,1,1.1,97*,2,2,-1
COc1ccccc1NS(=O)(=O)c1ccc(OC)c(OC)c1,1,21,3%,0.99,1,-8,-1,1,4
c1ccc2nc(-c3nc4ccccc4[nH]3)ccc2c1,-49,13,3%[fluoresces],1,2.3*,-1,-25,-24,4
CCCNC(=O)NC(=O)COC(=O)c1ccc(OC)c(S(=O)(=O)N2CCCc3ccccc32)c1,-6,0,1%,1,1.1,50,6,2,-7
CCOc1ccccc1N(C(=O)c1snc(C(N)=O)c1N)C(C(=O)NC1CCCC1)c1ccco1 (stereo unspecified),-12,24,14%,1.1,2.4*,24,3,6,5
O=C(Nc1nonc1NC(=O)C1CCCCC1)C1CCCCC1,4,2,1%,0.99,1.1,10,-3,4,9
CCCCn1c(SCc2ncc(-c3ccccc3)o2)nc2cc(S(N)(=O)=O)ccc21,-2,19,3%,1,1.1,50,2,4,6
O=C(Cn1cc2c(n1)CCCC2)NCc1ccccn1,-5,7,0%,1.1,1.1,-5,2,9,-9
NC(CC(=O)O)c1cccc(OCc2ccccc2)c1 (stereo unspecified),6,10,5%,0.97,1,-7,-2,-6,-1
CCOC(=O)N1CCC(NC(=O)c2cc(C(=O)Nc3cccc(OC)c3)ccc2CO)CC1,2,18,6%,0.98,1,-26,1,-2,9
O=C(Nc1ccc2c(c1)OCO2)C1CC(c2ccccc2Cl)=NO1 (stereo unspecified),-1,-6,2%,1.1,1.1,15,8,12,5
Cc1nc2ccccc2nc1OCC(=O)Nc1cc(C(F)(F)F)ccc1N1CCOCC1,-6,12,4%,1,1.1,4,-1,2,-8
COc1ccc(S(=O)(=O)N2CCc3ccccc32)cc1C(=O)OCc1c(C)noc1C,1,21,4%,1,1.1,22,2,4,8
O=C(c1cccnc1)N1CCN(C(=O)c2ccccc2F)CC1,-4,-1,2%,0.99,1.1,-26,0,-4,2
Cc1ccc(CCNC(=O)C2CCN(C(=O)c3sccc3-n3cccc3)CC2)cc1,-2,25,7%,1,0.91,3,2,0,5
CCc1ccc(NC(=O)C2CCCCC2C(=O)O)cc1 (stereo unspecified),2,18,2%,1,1.1,11,4,6,4
CCOc1ccc(CN2C(=O)CCC2(C)C(=O)NCc2cccnc2)cc1 (stereo unspecified),6,9,9%,1,1,-25,1,-4,-2
Cc1nn(C)cc1C(N)=O,3,18,3%,0.98,1.1,-15,7,12,-2
N#CC1=C(N)OC2=C(C(=O)CCC2)C1C1CC=CCC1 (stereo unspecified),-1,17,2%,1,1.1,5,1,6,4
COc1ccc(CCn2nnnc2C(c2ccccc2)N2CCN(C)CC2)cc1OC (stereo unspecified),8,12,9%,1,1.1,-12,-9,-7,1

# A draw from above in order of length of the SMILES, lowest first:
Compound,MMP-13 inhibitor,HEK293 NFkB inh,NADH coupling,Abs 340nm,Fluor 339 460,Ecoli tolC,ROCK2 blocker,PKA kinase inh,JNK3 blocker
O=C(O)c1cnc2ccccc2n1,2,9,9%,1.1,1.1,-9,2,-1,-2
Cc1ccc(CCNC(=O)C2CCN(C(=O)c3sccc3-n3cccc3)CC2)cc1,-2,25,7%,1,0.91,3,2,0,5
COc1ccc(-c2nn(C)c(=O)c3ccccc23)cc1NC(=O)Cn1nc(C)c2ccccc2c1=O,1,33,4%,1,1.2,15,-4,5,3

# Results in ROCK2 blocker (2 entries from above):
Molecule	ROCK2 blocker
CCOC(=O)Nc1ccc(S(=O)(=O)N2CCOCC2)cc1	3
CCC(=O)Nc1cc(=O)[nH]c2ncnn12	-3

# Carrying on.
Compound,MMP-13 inhibitor,HEK293 NFkB inh,NADH coupling,Abs 340nm,Fluor 339 460,Ecoli tolC,ROCK2 blocker,PKA kinase inh,JNK3 blocker
CCOC(=O)CNC(=O)CN1C(=O)CCSc2ccccc21,-3,12,1%,1,1.1,-12,-3,-5,-5
O=C(Cn1nnc(-c2ccccc2)n1)Nc1ccccc1N1CCOCC1,0,10,1%,1,1.1,-2,-5,0,-3
COc1ccccc1NC(=O)c1cc2ccccc2o/c1=N\O,8,-16,2%,1.1,1,-9,2,-3,4
CC(C)NC(=O)c1ccc2c(c1)N(CC(=O)N1CCOCC1)C(=O)C(C)(C)O2,4,18,4%,1,1.1,-11,4,7,-3
CC(C)(C)NC(=O)CSc1nnc(NC(=O)CCn2cnc3ccccc3c2=O)s1,1,9,7%,1,1.1,-8,1,-3,4
O=C(CCN1CCN(c2ccccn2)CC1)Nc1ccc(F)cc1,1,8,3%,0.98,0.98,-11,3,3,0
O=C(NC1CCCCCC1)C1CCCN1S(=O)(=O)c1cccc2cccnc12 (stereo unspecified),4,3,5%,0.99,1.1,5,0,6,-1
Cc1csc(NC(=O)CCC(=O)N(CC(=O)NC2CCCC2)Cc2ccco2)n1,-3,10,6%,0.99,1.2,-2,2,6,0
COc1ccc2c(CSc3nc4nc(C)cc(C)n4n3)cc(=O)oc2c1,-4,5,14%,1.1,0.96,1,1,8,6
CCn1c(CNC(=O)c2cccs2)nnc1SCC(=O)NCCc1ccccc1,1,8,4%,1,1.1,-9,7,4,1
CCc1ccccc1N=C1SCC(=O)N1C,-3,14,2%,1,1,-11,·,6,·

# An excerpt (hit frequency here may not be typical).
